GDH-TPI inh: GDH-TPI coupling enzyme inhibitors, primary screen, artefact control for M. tuberculosis FBA inhibitor project, biochemical, absorbance, full deck. inhibition, % at 4.8 µM. actives 1.2% (n = 360,000). GDH-TPI coupled enzyme counterscreen, NADH absorbance; in the data active means inhibition above about 30%;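 further: 0% = DMSO wells and 100% = wells lacking the enzyme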
Anthrax LF prot: Bacillus anthracis LF protease inhibitors, primary screen, biochemical, multiplex microsphere, MLPCN library; actives 0.12% (n = 360,000); Lethal factor (Bacillus anthracis), P15917; AID 588501, 2011; multiplex microsphere protease cleavage assay; inhibition, % at 10 µM; further: plate controls were buffer without enzyme for full effect and enzyme alone for no effect
Mtb FBA inh: Mtb FBA enzyme inhibitors, primary screen, biochemical, fluorescence, strain H37Rv; actives 2.3% (n = 360,000); Fructose-bisphosphate aldolase (Mycobacterium tuberculosis (strain ATCC 25618 / H37Rv)), …; inhibition, % at 1 µM; purified M. tuberculosis FBA, fluorescence read-out; in the data active means inhibition above about 27%;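 further: 0% = vehicle and 100% = reference inhibitor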
Target sequence (P9WQA3 whole entry, looked up): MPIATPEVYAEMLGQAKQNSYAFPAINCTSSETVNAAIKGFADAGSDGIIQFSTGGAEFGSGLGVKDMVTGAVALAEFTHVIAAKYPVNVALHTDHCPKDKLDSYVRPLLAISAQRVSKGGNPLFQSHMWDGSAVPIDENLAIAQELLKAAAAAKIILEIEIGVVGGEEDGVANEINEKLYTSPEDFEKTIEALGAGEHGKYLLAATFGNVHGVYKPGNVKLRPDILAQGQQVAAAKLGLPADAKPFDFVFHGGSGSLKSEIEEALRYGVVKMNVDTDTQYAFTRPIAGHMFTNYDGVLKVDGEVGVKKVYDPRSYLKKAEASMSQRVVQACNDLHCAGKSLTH
BoNT-F LC inh: BoNT/F light chain protease inhibitors, primary screen, biochemical, flow cytometry, MLPCN library | Botulinum neurotoxin type F light chain protease (Clostridium botulinum) | Multiplex microsphere protease cleavage assay | inhibition, % at 10 µM | actives 0.22% (n = 360,000) | AID 588497, 2011; in the data active means inhibition above about 35%, passing the limit was not always enough; inconclusive means no clear call, values can overlap the other calls; further: plate controls were buffer without enzyme for full effect and enzyme alone for no effect
FadD28 FP inh: inhibitors of FadD28 bisubstrate probe binding, primary screen, biochemical, fluorescence polarization, single point | inhibition, % at 12.5 µM | actives 0.22% (n = 360,000) | AID 588549, 2011; in the data active means inhibition above about 8.5%, passing the limit was not always enough; inconclusive means no clear call, values can overlap the other calls
UGM FP inh: M. tuberculosis UGM enzyme inhibitors, primary screen, biochemical, fluorescence polarization, single point | UDP-galactopyranose mutase (Mycobacterium tuberculosis (strain ATCC 25618 / H37Rv)), … | actives 0.06% (n = 320,000) | inhibition, % at 10 µM | purified UGM, fluorescence polarization probe displacement; in the data active means inhibition above about 10%, passing the limit was not always enough; inconclusive means no clear call, values can overlap the other calls
Target sequence (P9WIQ1 whole entry, looked up): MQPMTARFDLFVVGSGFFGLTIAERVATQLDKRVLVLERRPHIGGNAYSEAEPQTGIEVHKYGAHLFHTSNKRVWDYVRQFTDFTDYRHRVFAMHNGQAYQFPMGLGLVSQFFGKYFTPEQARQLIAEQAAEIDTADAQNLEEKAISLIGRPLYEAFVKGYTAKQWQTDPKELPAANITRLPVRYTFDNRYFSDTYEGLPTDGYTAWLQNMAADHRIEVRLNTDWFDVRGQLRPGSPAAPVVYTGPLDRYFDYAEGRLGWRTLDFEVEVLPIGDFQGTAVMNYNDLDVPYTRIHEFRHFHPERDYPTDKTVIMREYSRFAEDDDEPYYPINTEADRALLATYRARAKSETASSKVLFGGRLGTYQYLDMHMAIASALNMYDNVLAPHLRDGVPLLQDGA
BoNT A protease: BoNT/A light chain protease inhibitors, primary screen, biochemical, flow cytometry, MLPCN library | Botulinum neurotoxin type A light chain protease (Clostridium botulinum A str. ATCC 3502) | multiplex microsphere protease substrate cleavage | inhibition, % at 10 µM | actives 0.17% (n = 360,000) | AID 588499, 2011; further: plate controls were buffer without enzyme for full effect and enzyme alone for no effect
PfHsp40 rescue: rescue of yeast from PfHsp40 toxicity, primary screen, S. cerevisiae, ATP luminescence; S. cerevisiae expressing PfHsp40, growth rescue; growth rescue, % at 12.5 µM; actives 0.68% (n = 340,000); AID 504582, 2011; in the data active means growth rescue above about 28%, passing the limit was not always enough; inconclusive means no clear call, values can overlap the other calls;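 further: yeast W303a lacking pdr1 and pdr3 grown in galactose medium; growth measured after three days at 30 °C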
Mtb BioA inh: M. tuberculosis BioA enzyme inhibitors, primary screen, biochemical, plate reader, single point, HTS; purified M. tuberculosis BioA enzyme; inhibition, % at 9.99 µM; actives 0.096% (n = 360,000); in the data active means inhibition above about 40%; inconclusive means no clear call, values can overlap the other calls
An asterisk follows results filed as active; u = inconclusive; x = no result given; + = active, no number. Unless noted, no stated cut-off is given here; in the data, active means inhibition above about 30%; inconclusive means no clear call, values can overlap the other calls; inactive means below that.

SMILES | GDH-TPI inh | Anthrax LF prot | Mtb FBA inh | BoNT-F LC inh | FadD28 FP inh | UGM FP inh | BoNT A protease | PfHsp40 rescue | Mtb BioA inh
Cc1cc(=S)n(-c2ccccc2)n1C | 5.6 | 1.6 | -0.4 | -2.9 | -2.1 | -3.4 | 0.5 | 0.7 | 3.3
COC(=O)c1ccc2nc(Nc3nc4ccc(F)cc4s3)sc2c1 | 8.0 | -0.1 | 37.9* | -6.9 | -4.3 | 0.8 | -0.8 | -1.8 | -1.6
O=C(COC(=O)c1ccccc1NC(=O)c1ccco1)Nc1ncc(Cl)cc1Cl | -7.6 | -1.3 | 16.4 | 3.5 | u | 1.9 | 0.6 | 1.3 | -0.1
COc1ccccc1NC(=O)c1cc(OC)c(OC)cc1[N+](=O)[O-] | 3.9 | -2.3 | -1.8 | -3.6 | -3.0 | -1.5 | 0.4 | -0.7 | 1.4
COc1cccc(N2CCN(CC(=O)Nc3nc(C)c(C(=O)N(C)C)s3)CC2)c1 | 2.6 | 10.2 | -0.2 | -14.1 | -2.5 | -0.8 | -0.5 | -1.1 | 1.5
CCCSc1nnc(N2C(=O)CC(c3ccsc3)C3=C2CCCC3=O)s1 (configuration not stated) | 7.9 | 6.5 | 3.8 | 0.2 | -1.2 | 3.2 | 0.7 | 2.5 | -1.4
O=S(=O)(NN=C1CCCCC1)c1ccccc1 | -0.3 | -8.5 | -2.7 | -4.0 | 1.2 | -2.2 | -1.7 | 0.2 | -0.4
CCCOC(=O)C1=C(C)NC2=C(C(=O)C(C(=O)OC)C(C)C2)C1c1ccc(N(C)C)cc1 (configuration not stated) | 19.6 | -7.7 | 6.8 | u | -4.7 | -1.3 | u | -0.9 | -0.9
Cc1cc2c(cc1S(=O)(=O)CCC(=O)NCc1ccccc1)OCC(=O)N2 | 3.9 | -5.0 | -1.3 | -11.3 | -0.3 | -4.0 | -0.1 | 0.8 | -1.3
CCC(=O)N1N=C(c2ccccc2)CC1c1ccccc1 (configuration not stated) | -0.4 | -6.3 | -0.8 | 0.3 | 0.9 | 0.1 | -1.3 | -1.1 | -0.6
N#Cc1cc2[nH]c3ccccc3c2[n+](-c2ccc([N+](=O)[O-])cc2)c1N | 6.2 | -4.5 | 0.1 | -11.4 | -4.0 | -0.7 | -0.1 | -1.8 | -0.5
COc1ccccc1N1CCN(Cc2ccc(O)c3ncccc23)CC1 | 4.7 | -6.3 | -1.1 | -38.6 | -0.5 | -0.6 | -3.2 | -0.2 | -2.9
C=CCc1cc(OC)ccc1OCCN1CC(C)OC(C)C1 (configuration not stated) | 6.4 | 1.2 | 3.7 | -8.8 | -2.9 | -0.4 | 2.2 | 0.3 | -0.2
O=C(Cc1ccc(F)cc1)OCC(=O)c1cc2ccccc2o1 | 1.9 | -0.4 | -0.4 | 2.2 | 3.5 | 1.6 | 0.6 | -0.2 | 1.6
Cc1cccc(NS(=O)(=O)Cc2ccccc2)n1 | 10.1 | -5.6 | 65.8* | u | 0.1 | -0.5 | 0.2 | -1.2 | -0.3
O=C(Nc1nc(-c2ccccc2)cs1)c1ccc2c(c1)S(=O)(=O)c1ccccc1C2=O | -2.0 | -0.9 | 83.8* | -4.4 | 0.8 | -1.4 | 0.1 | 0.3 | x
O=C(NCc1nc2ccccc2[nH]1)c1cccc(S(=O)(=O)N2CCCC2)c1 | -3.6 | 0.8 | 6.8 | 25.4 | -0.9 | -1.7 | -0.3 | 0.3 | 1.1
CCn1c(SCC(=O)Nc2ccc(C)cc2)nnc1-c1ccccn1 | -3.8 | 5.6 | -1.9 | 2.4 | -4.7 | 0.6 | -1.2 | -0.9 | -1.1
O=C(CCNS(=O)(=O)c1ccc(Cl)cc1)N1CCN(Cc2ccccc2)CC1 | 11.1 | 1.2 | 0.5 | 2.0 | -2.6 | 0.5 | -0.1 | 0.6 | 1.8
Cc1ccc2c(c1)N=C(c1ccc(F)cc1)CO2 | 10.1 | -4.5 | 1.7 | 2.8 | -0.1 | -0.6 | -0.1 | 0.1 | x
CCOC(=O)CC/C(=N\NC(N)=O)c1ccc(OC)c(Cl)c1 | 3.5 | 1.4 | -0.7 | -5.8 | 0.4 | 1.7 | -0.4 | -1.2 | 0.8
Cc1c(C(=O)O)sc2nc(/C=C/c3ccccc3OC(F)F)[nH]c(=O)c12 | 24.9 | -1.3 | 0.3 | -5.1 | -13.7 | 2.1 | -1.0 | 0.9 | -1.1
O=CN1CCN(C(=O)c2ccccc2F)CC1 | -3.2 | 1.3 | -5.2 | 4.5 | -3.4 | 1.2 | -0.2 | -2.6 | 0.3
COC(=O)c1cc(Br)c(=O)n(CCN2CCOCC2)c1 | -1.3 | -7.4 | -3.6 | -5.5 | -0.4 | 1.5 | -0.6 | -1.3 | 2.4
COC(=O)c1c(C)[nH]c(C(=O)OCC(=O)NCC(C)C)c1C | -11.3 | -2.3 | -0.5 | -0.9 | -4.0 | 2.0 | 0.0 | -1.0 | 0.2
O=C(c1ccco1)N1CCN(c2nnc(-c3ccccc3)c3ccccc23)CC1 | -1.6 | 3.5 | 3.3 | -9.3 | -1.8 | 0.6 | -1.2 | -0.9 | 39.8
COc1ccc(NS(=O)(=O)c2c(C)[nH]c(=O)[nH]c2=O)cc1OC | 7.1 | 2.4 | 0.2 | -30.8 | -1.3 | 1.6 | 0.9 | x | -0.2
CCOC(=O)C1CCN(CC(=O)c2ccc(O)c(C)c2O)CC1 | 32.2* | -2.3 | 8.1 | -9.1 | 0.8 | 2.9 | -3.6 | 0.7 | -2.3
Cc1ccc2nc(C)c(C(=O)NN=C3CCCCCC3)n2c1 | 15.1 | -0.4 | 3.5 | 9.8 | -3.0 | -0.3 | 0.7 | -0.4 | x
CC(CCc1ccccc1)NC(=O)c1cccs1 (configuration not stated) | 9.8 | -0.5 | 2.0 | 0.9 | -0.9 | 5.2 | 0.4 | -0.5 | 0.3
CC1CCN(S(=O)(=O)c2ccc3c(c2)CC(C)N3C(=O)C2CCC2)CC1 (configuration not stated) | -1.7 | x | 1.5 | x | -2.4 | 1.9 | x | 1.6 | 0.1
CCCCOC(=O)Nc1cccc(Cl)c1C | -3.5 | -3.2 | -4.1 | -4.3 | -3.1 | -4.1 | -2.3 | -0.2 | -1.0
Cc1cccc(Nc2nnc(SCC(=O)NCC3CCCO3)s2)c1C (configuration not stated) | -7.0 | -7.8 | -0.4 | -1.7 | -3.8 | -0.7 | -0.2 | 0.3 | 0.6
CCN(CC)C(=O)CCSc1nnc(-c2ccncc2)o1 | 10.0 | 0.9 | 4.2 | 1.6 | -0.7 | -2.0 | 0.6 | -0.5 | x
CCc1ccccc1N1C(=O)CC(N2CCc3ccccc32)C1=O (configuration not stated) | -5.1 | -0.5 | -0.5 | 0.1 | 1.7 | -3.1 | 0.4 | 69.0* | x
O=C(CCNS(=O)(=O)c1cccs1)N1CCCCCC1 | 7.5 | -1.7 | 0.3 | -21.4 | -1.7 | -1.5 | -0.3 | 0.8 | 0.8
O=C(Cc1cccc(NC(=O)C2CCN(C(=O)C3CCC3)CC2)c1)Nc1cccc(C(=O)N2CCOCC2)c1 | -13.5 | 2.9 | -2.1 | -7.8 | -3.6 | x | 0.2 | -1.3 | -0.2
C=CCn1c(CCNC(=O)c2ccccc2F)nnc1SCC(=O)Nc1ccccc1F | 7.3 | -1.5 | -1.4 | -0.1 | -1.3 | -0.4 | -0.7 | 0.1 | 2.1
N#CC(=Cc1cccs1)c1nc(-c2ccc(Cl)cc2)cs1 | 0.0 | -2.7 | -2.9 | -2.3 | -4.0 | x | -0.2 | x | -5.1
CC(C)CCN(C(=O)C1CCCC1)c1c(N)n(Cc2ccccc2)c(=O)[nH]c1=O | 0.5 | -1.7 | -0.9 | -3.8 | 0.6 | 1.8 | 0.1 | -1.1 | -1.8
COC(/C=C/Nc1ccc(C)cc1)=C(C#N)C#N | 12.7 | 3.0 | -3.0 | 3.8 | -0.7 | -1.7 | 0.5 | 0.5 | -0.1
CCOc1ccc(S(=O)(=O)N2CCN(C(=O)c3cccn3C)CC2)cc1 | -0.8 | -1.7 | -1.1 | 7.7 | -0.6 | 0.7 | -0.2 | -0.7 | -1.8
N#Cc1cccc(NS(=O)(=O)c2ccccc2Cl)c1 | 0.0 | -2.9 | 0.8 | 0.5 | 1.5 | 0.2 | 0.2 | -0.8 | -3.6
CC(C)(C)C1CCC(C(=O)Nc2ccccc2)CC1 (configuration not stated) | 12.1 | u | -3.4 | -27.5 | -3.4 | 0.5 | -6.7 | 1.0 | 3.2
O=C(CCN1C(=O)c2ccccc2S1(=O)=O)N1CCN(c2ccccc2)CC1 | -0.8 | -0.2 | 0.7 | 4.2 | -1.8 | -1.0 | 0.3 | 0.0 | -0.2
CN(Cc1ccccc1)C(=O)c1[nH]cnc1C(=O)NC1CCN(C(=O)OC(C)(C)C)CC1 | 3.1 | -7.7 | -1.6 | -17.1 | 0.0 | 0.6 | -2.0 | -0.4 | -0.7
Cc1noc(C)c1NC(=O)Nc1ccc2c(c1)C(=O)N([C@H](C)CO)C[C@H](C)[C@@H](CN(C)C(=O)Nc1ccccc1)O2 | -10.9 | 7.3 | 1.1 | 4.4 | -3.2 | x | -0.1 | 0.8 | 0.9
O=C(/C=C/c1ccc([N+](=O)[O-])cc1)N1CCN(c2ccccc2F)CC1 | 10.5 | -4.5 | -0.7 | -3.6 | -1.4 | 1.0 | -1.9 | 0.0 | 0.0
COc1cccc(Cn2cccc(NC(=O)Nc3ccc(C#N)cc3)c2=O)c1 | 10.6 | -1.1 | 0.6 | 4.2 | -0.5 | 2.0 | -0.6 | 2.3 | 0.0
Clc1ccc(-c2nc(CSc3ccccn3)cs2)cc1 | -7.1 | 4.8 | 1.2 | -2.0 | -3.3 | x | -0.5 | x | -0.2
Other compounds.
SMILES | GDH-TPI inh | Anthrax LF prot | Mtb FBA inh | BoNT-F LC inh | FadD28 FP inh | UGM FP inh | BoNT A protease | PfHsp40 rescue | Mtb BioA inh
C[Si](C)(C)n1ccnc1 | -1.6 | -1.4 | -4.1 | -0.5 | -2.9 | -3.0 | -0.1 | -0.1 | -0.5
COc1ccc(C(=O)N2CCN(S(=O)(=O)c3ccc4c(c3)OCCO4)CC2)cc1 | 0.9 | 1.7 | 1.2 | -3.6 | -1.2 | x | 0.0 | x | 1.4
COC(=O)c1ccc(C2NC(=S)N(c3ccccc3)C(C)=C2C(=O)Nc2ccccc2OC)cc1 (configuration not stated) | 8.0 | -5.3 | + | u | 2.6 | 0.1 | 0.3 | -0.6 | -1.1
CC(=O)C1=C(O)C(=O)N(c2cccc(Br)c2)C1c1ccccc1Cl (configuration not stated) | 11.4 | -8.3 | 0.5 | u | 0.5 | -2.3 | 0.0 | -0.8 | 1.5
COCCn1c(SCC(=O)NCc2ccc3c(c2)OCO3)nnc1-c1c[nH]c2ccccc12 | -7.2 | -0.1 | -2.1 | -4.1 | -3.9 | 1.8 | -0.3 | -0.3 | 2.8
CCOc1cc(S(=O)(=O)NCCN2CCOCC2)c(C)cc1C | 0.8 | 5.5 | 2.9 | -6.8 | -1.2 | -2.8 | 0.8 | -0.1 | 0.5

Source: PubChem (several laboratories)
